From PubChem
M4 antag: antagonists of human muscarinic M4 receptor (CHRM4) | CHO-hM4 cells, ACh EC80, Fluo-8 calcium fluorescence | inhibition, % at 3 µM | 360,000 compounds, 0.73% hits | AID 624125;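 active = inhibition above its plate's cutoff, the mean inhibition of sample wells plus 3 SD, cut at about 27% in these data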;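 also: 0% = acetylcholine EC80 with DMSO and 100% = DMSO without agonist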
Target sequence (P08173 whole entry, looked up): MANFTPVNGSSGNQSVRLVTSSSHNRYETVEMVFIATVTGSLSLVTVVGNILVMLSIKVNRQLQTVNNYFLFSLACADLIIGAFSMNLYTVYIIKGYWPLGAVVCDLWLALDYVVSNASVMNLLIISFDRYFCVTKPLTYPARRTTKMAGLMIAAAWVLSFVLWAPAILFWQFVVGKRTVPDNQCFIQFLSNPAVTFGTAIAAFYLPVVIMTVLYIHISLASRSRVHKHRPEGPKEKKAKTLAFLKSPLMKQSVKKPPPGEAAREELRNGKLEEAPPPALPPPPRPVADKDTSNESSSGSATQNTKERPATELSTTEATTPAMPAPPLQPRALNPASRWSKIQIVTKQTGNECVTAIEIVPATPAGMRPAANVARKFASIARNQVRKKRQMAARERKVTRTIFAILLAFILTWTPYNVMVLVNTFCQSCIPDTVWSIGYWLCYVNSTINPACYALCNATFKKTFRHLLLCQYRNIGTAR
M5 antag: blocks acetylcholine activation of human M5 receptor; P08912; CHO-hM5 cells, Fluo-8 calcium fluorescence, ACh EC80; inhibition, % at 3 µM; 360,000 compounds, 0.59% hits;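 active = inhibition above a per-plate cutoff, the mean of that plate's test compounds plus 3 SD, cut at about 27% in these data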;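 also: 0% = acetylcholine EC80 with DMSO and 100% = DMSO without agonist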
Target sequence (P08912 whole entry, looked up): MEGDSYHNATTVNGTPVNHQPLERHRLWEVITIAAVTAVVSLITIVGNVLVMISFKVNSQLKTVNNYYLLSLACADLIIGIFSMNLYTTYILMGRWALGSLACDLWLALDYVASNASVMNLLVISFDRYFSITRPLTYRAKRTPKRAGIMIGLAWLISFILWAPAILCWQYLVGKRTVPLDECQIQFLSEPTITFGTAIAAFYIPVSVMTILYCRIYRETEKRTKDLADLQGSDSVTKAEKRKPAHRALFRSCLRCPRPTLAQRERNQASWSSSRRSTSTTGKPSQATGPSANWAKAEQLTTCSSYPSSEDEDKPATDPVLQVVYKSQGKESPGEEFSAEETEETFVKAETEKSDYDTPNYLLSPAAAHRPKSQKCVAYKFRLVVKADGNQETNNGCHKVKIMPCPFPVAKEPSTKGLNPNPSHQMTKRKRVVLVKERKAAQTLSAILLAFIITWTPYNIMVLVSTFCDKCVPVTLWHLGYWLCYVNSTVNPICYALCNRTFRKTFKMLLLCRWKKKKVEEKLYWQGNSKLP
M4 ag: agonists of human muscarinic M4 receptor (CHRM4) | P08173 | CHO-K1 hM4/Gqi5, Fluo-8 calcium fluorescence; vehicle 0%, full acetylcholine response 100% | activation, % at 3 µM | 360,000 compounds, 0.14% hits;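 active = activation above the run mean over all test wells plus 3 SD, cut at about 32% in these data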;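 also: peak over basal fluorescence ratio per well then scaled between controls; 0% = DMSO wells and 100% = acetylcholine at EC100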
M1 ag parental: nonselective activator or artifact in parental CHO-K1 cells | activation, % at 3 µM | 360,000 compounds, 0.48% hits | Fluo-8 calcium fluorescence; scaled to maximal ATP response, vehicle zero; in the data active = activation above about 15%;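 also: untransfected CHO-K1 host cells lacking M1 receptor as counterscreen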
M5 PAM: CHRM5 positive allosteric modulation | CHO-K1 hM5, Fluo-8 calcium, ACh EC20 PAM; 0% = ACh EC20, 100% = ACh EC100 | P08912 | 360,000 compounds, 0.3% hits | activation, % at 3 µM;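 active = activation above the run cutoff, the mean activation of all test compounds plus 3 SD, cut at about 18% in these data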
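Probe or stimulus: acetylcholine, EC20 level; Assay system: human M5 receptor in CHO-K1 cells; Schedule: compound preincubation 140 s before EC20 acetylcholine addition; Technique: intracellular calcium via Fluo-8 fluorescence; Dosing: single-point, 3 µM nominal; Read-out basis: percent activation from peak-over-basal fluorescence ratio, scaled EC20-to-EC100 acetylcholine; Repeats: one well per compound, no replicates.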
CHRM5 agonist: CHRM5 agonism in calcium assay. activation, % at 3 µM. P08912. AID 624037. CHO-K1 hM5 cells, Fluo-8 calcium fluorescence; 0% DMSO wells, 100% maximal acetylcholine response. 360,000 compounds, 0.19% hits;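 active = activation above the run's mean over test compounds plus 3 SD, cut at about 23% in these data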;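 also: signal is peak over basal fluorescence ratio across the kinetic read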
CHO-K1 Ca PAM: nonselective activator or artifact in parental CHO-K1 calcium assay; ATP EC20, Fluo-8 calcium fluorescence; 0% at ATP EC20, 100% at ATP max; activation, % at 3 µM; 360,000 compounds, 0.02% hits; AID 602247;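 active = activation above the run cutoff, the mean activation of all test compounds plus 3 SD, cut at about 40% in these data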;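 also: peak over basal fluorescence ratio in a 140 s read after ATP addition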
CHRM4 PAM: potentiates acetylcholine response at human M4 receptor | P08173 | CHO-K1 hM4/Gqi5, Fluo-8 calcium fluorescence, ACh EC20; 0% = ACh EC20, 100% = maximal ACh | activation, % at 3 µM | 360,000 compounds, 0.4% hits;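 active = activation above its plate's cutoff, the mean activation of sample wells plus 3 SD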; also: some results filed as inactive read as strong as hits
CHO-K1 Ca antag: counter-screen for M1 antagonists: effect in parental CHO-K1 cells | ATP-induced calcium, Fluo-8 fluorescence | inhibition, % at 3 µM | 360,000 compounds, 0.6% hits;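 active = inhibition above a per-plate cutoff, the plate's mean sample inhibition plus 3 SD, cut at about 24% in these data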;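 also: 0% = DMSO plus EC80 ATP and 100% = DMSO alone without ATP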
Active calls of the source: *; · = not tested or not shown. An unsorted share of the library; any-hit rate near 2.7%.

#1 Cc1ccc(C(=O)Nc2nccs2)cc1
#2 CCC1=Nc2cc(C(=O)NCCCOC(C)C)ccc2Sc2ccccc21
#3 COc1ccc(NC(=O)CSc2nc3ccsc3c(=O)n2Cc2ccccn2)c(OC)c1
#4 O=C(NNc1cc(Br)c(O)c(Br)c1)c1ccccc1
#5 NC(=O)c1ccccc1NC(=O)c1ccc2c(c1)OCO2
#6 CCOc1ncccc1C(=O)OCC(=O)c1cccs1
Screen / compound no.	1	2	3	4	5	6
M4 antag	6	6	0	-6	1	-1
M5 antag	3	1	14	-5	-6	9
M4 ag	1	1	1	1	1	2
M1 ag parental	1.9	0.4	1.1	-0.1	0.5	0.3
M5 PAM	0	-4	1	10	-4	-9
CHRM5 agonist	-2	-11	-5	1	0	1
CHO-K1 Ca PAM	4	13	17	13	11	3
CHRM4 PAM	-2	0	-6	19	-3	3
CHO-K1 Ca antag	-11	-4	-9	-6	-7	0

#7 Cc1[nH]nc(SCC(=O)N2CCCC2)c1[N+](=O)[O-]
#8 CN(CC(=O)Nc1ccc(F)cc1)CC(=O)NC1CCCCC1
#9 N#Cc1c(-c2ccco2)cc(C2CC2)nc1N
#10 CC(C)(C)OC(=O)NCCCC[C@H](NC(=O)c1nc[nH]c1C(=O)NCc1ccc(CNC(=O)OC(C)(C)C)cc1)C(=O)OC(C)(C)C
#11 CS(=O)(=O)N1N=C(c2ccc(Cl)cc2)CC1c1cccs1 (centres undefined)
#12 CCn1c(COc2ccccc2C)nnc1SCC(=O)N1CCC(C)CC1
Screen / compound no.	7	8	9	10	11	12
M4 antag	-4	-2	3	-5	5	4
M5 antag	8	1	-1	-5	11	-16
M4 ag	0	1	0	5	1	2
M1 ag parental	0.6	-0.1	-0.5	0.5	-0.2	2.7
M5 PAM	2	-5	-3	-7	-8	3
CHRM5 agonist	-1	6	-2	2	-2	2
CHO-K1 Ca PAM	19	-4	-15	7	-7	24
CHRM4 PAM	5	0	1	-7	1	3
CHO-K1 Ca antag	-12	-2	13	-14	19	-17

#13 Cc1ccc(Nc2ncc3c(n2)CC(C)(C)CC3=O)cc1
#14 CCCCC(c1nnnn1CCOC)N1CCN(c2cccc(OC)c2)CC1 (centres undefined)
#15 C[C@@H]1CN([C@H](C)CO)C(=O)CCCn2nncc2CO[C@@H]1CN(C)S(=O)(=O)c1ccc(Oc2ccccc2)cc1
#16 CCCCN1C2=NCCCN2c2ccccc21
#17 Cc1ccc(NC(=O)CSc2nnc(-c3cnccn3)n2Cc2ccco2)cc1
#18 O=C(NC1CCC(O)CC1)c1cc(Cl)c2c(c1)OCCO2 (centres undefined)
Screen / compound no.	13	14	15	16	17	18
M4 antag	8	10	5	17	7	1
M5 antag	1	4	-1	11	-5	4
M4 ag	-1	0	4	1	1	0
M1 ag parental	0.6	-0.1	0.6	0.2	0.4	0.6
M5 PAM	6	-3	-2	0	3	0
CHRM5 agonist	0	-1	-3	-1	1	0
CHO-K1 Ca PAM	24	-7	15	-4	-7	6
CHRM4 PAM	-4	11	-3	-1	20	-1
CHO-K1 Ca antag	-9	9	-7	2	2	-12

#19 Cc1ccc([C@H]2C[C@@H](O)[C@H](n3cc(COC(=O)c4ccccc4)nn3)CN2Cc2cccs2)cc1
#20 CC(Sc1nc2nn(-c3ccccc3)c(=O)c-2c2n1CCCCC2)C(N)=O (centres undefined)
#21 Cc1ccccc1NC(=O)CSc1nnc(NC(=O)c2ccco2)s1
#22 Clc1cc(Br)ccc1OCCn1ccnc1
#23 Cc1cccc(/C=N\NC(=O)c2sccc2-n2cccc2)c1
#24 COC(=O)C(C(C)C)N(Cc1cc(OC)cc(OC)c1)S(=O)(=O)CCl (centres undefined)
Screen / compound no.	19	20	21	22	23	24
M4 antag	-13	12	4	12	-8	-4
M5 antag	-5	-10	0	-5	-6	-5
M4 ag	0	0	1	0	0	-1
M1 ag parental	0.1	-0.2	0.7	5.2	-0.3	0.1
M5 PAM	-2	-1	-1	-6	7	1
CHRM5 agonist	0	0	-5	-6	-5	-2
CHO-K1 Ca PAM	-4	6	11	9	-9	3
CHRM4 PAM	4	5	5	-2	14	-3
CHO-K1 Ca antag	-1	-4	-2	14	0	-3

Quoted at random: 5 records from the list
#23 Cc1cccc(/C=N\NC(=O)c2sccc2-n2cccc2)c1
#21 Cc1ccccc1NC(=O)CSc1nnc(NC(=O)c2ccco2)s1
#22 Clc1cc(Br)ccc1OCCn1ccnc1
#19 Cc1ccc([C@H]2C[C@@H](O)[C@H](n3cc(COC(=O)c4ccccc4)nn3)CN2Cc2cccs2)cc1
#24 COC(=O)C(C(C)C)N(Cc1cc(OC)cc(OC)c1)S(=O)(=O)CCl (centres undefined)
Screen / compound no.	23	21	22	19	24
M4 antag	-8	4	12	-13	-4
M5 antag	-6	0	-5	-5	-5
M4 ag	0	1	0	0	-1
M1 ag parental	-0.3	0.7	5.2	0.1	0.1
M5 PAM	7	-1	-6	-2	1
CHRM5 agonist	-5	-5	-6	0	-2
CHO-K1 Ca PAM	-9	11	9	-4	3
CHRM4 PAM	14	5	-2	4	-3
CHO-K1 Ca antag	0	-2	14	-1	-3

Going on with the list.
#25 Cc1cc(S(=O)(=O)N2CCOCC2)ccc1OCC(=O)Nc1ccc(Br)cc1F
#26 CN(CC(=O)Nc1ccccc1Br)C(=O)CN(C)C1CCCCC1
#27 COC(=O)[C@@]12C[C@@H](CC(=O)N3CCCC3)C(=O)N(CCc3ccc(OC)c(OC)c3)C1=CCC(C)(C)C2
#28 O=C(NCCCn1ccnc1)c1ccc(Cl)s1
#29 COc1ccc(OCC(=O)Nc2ccc3c(c2)nc2n3CCSC2)cc1
#30 S=c1nc[nH]c2c1ncn2C1CCCC1
Screen / compound no.	25	26	27	28	29	30
M4 antag	-10	1	-5	6	0	7
M5 antag	-6	11	7	-4	1	-2
M4 ag	2	1	8	0	3	2
M1 ag parental	0.2	0.2	·	0.4	0.8	0.9
M5 PAM	4	1	-1	1	-3	6
CHRM5 agonist	-1	0	3	-7	0	-1
CHO-K1 Ca PAM	-8	12	·	-8	-6	11
CHRM4 PAM	5	9	4	1	-2	2
CHO-K1 Ca antag	-5	-11	·	-5	-10	-15

#31 O=C(NCCc1ccccn1)c1ccc(S(=O)(=O)N2CCCCCC2)cc1
#32 COc1ccccc1CNC(=O)C1CCN(S(=O)(=O)c2ccc3c(c2)OCCO3)CC1
#33 Cc1nnsc1S(=O)c1ccccc1Cl (centres undefined)
#34 C=CCNC(=O)c1ccc(S(=O)(=O)CC)c(Cl)c1Cl
#35 C=CCn1c(=NC(=O)c2sc3ccccc3c2Cl)sc2cc(S(N)(=O)=O)ccc21
#36 CC1(C(=O)O)Oc2cccnc2NC1=O (centres undefined)
Screen / compound no.	31	32	33	34	35	36
M4 antag	2	-11	2	1	0	11
M5 antag	-3	-6	-1	-6	-2	17
M4 ag	1	2	0	2	1	15
M1 ag parental	1.3	2.6	0.3	0.5	0.6	4.8
M5 PAM	-1	5	3	13	-3	-15
CHRM5 agonist	1	-1	-5	2	1	3
CHO-K1 Ca PAM	8	-22	13	11	26	4
CHRM4 PAM	-4	1	1	2	2	-10
CHO-K1 Ca antag	4	-6	-5	-8	-10	7

#37 COc1ccc(/C=C2\SC(=S)N(N3C(=O)CCC3=O)C2=O)cc1O
#38 CN1CCN(C(=O)c2ccc3c(=O)n(Cc4ccc(Cl)cc4)c(=S)[nH]c3c2)CC1
#39 CCC(=O)Nc1ccc2c(c1)OC[C@@H](C)N(Cc1cccc(F)c1)C[C@@H](C)[C@@H](OC)CN(C)C2=O
#40 COc1ccc(NC(=O)CSc2nnc(Cc3ccccc3)c(=O)n2N)cc1
#41 Cc1cccc(NC(=O)c2ccc(N3C(=O)C4CCCCC4C3=O)cc2)c1C (centres undefined)
#42 CC(=O)N1CCN(C(c2ccccc2)c2nnnn2C(C)(C)C)CC1 (centres undefined)
Screen / compound no.	37	38	39	40	41	42
M4 antag	-10	3	5	-6	-1	-8
M5 antag	2	3	-6	-4	0	2
M4 ag	9	10	2	2	3	1
M1 ag parental	3.3	5.1	·	0.9	1.0	0.4
M5 PAM	-1	-1	9	3	-3	-5
CHRM5 agonist	1	-1	1	-1	-1	2
CHO-K1 Ca PAM	19	17	·	-2	-8	12
CHRM4 PAM	-1	-5	-4	2	1	8
CHO-K1 Ca antag	-5	1	·	4	3	-14

#43 COc1ccc([C@H]2CC(=O)C=C(c3ccc4cc[nH]c4c3)C2)cc1
#44 COc1ccc(N2C(=O)c3ccc(C(=O)Nc4ccc(NC(C)=O)cc4)cc3C2=O)cc1
#45 CC(NC(=O)COC(=O)CNC(=O)c1ccccc1Cl)C1CC2CCC1C2 (centres undefined)
#46 COc1ccc(/C=C/C(=O)NC(=S)Nc2ccc(S(=O)(=O)Nc3cc(OC)ncn3)cc2)cc1
#47 CS(=O)(=O)N(CC(O)Cn1c2ccccc2c2ccccc21)c1ccccc1 (centres undefined)
#48 CNc1nc(Cl)nc2c1ncn2-c1ccccc1
Screen / compound no.	43	44	45	46	47	48
M4 antag	-8	-7	2	4	15	6
M5 antag	-3	0	-3	11	0	14
M4 ag	5	1	2	9	19	0
M1 ag parental	0.5	-0.2	1.6	2.1	4.0	-0.2
M5 PAM	-7	2	1	-14	-4	3
CHRM5 agonist	0	-2	4	-5	8	-1
CHO-K1 Ca PAM	6	9	14	7	16	5
CHRM4 PAM	0	0	5	-3	-2	-3
CHO-K1 Ca antag	-16	-4	-10	-3	5	-5

#49 O=C(Nc1ccccc1)Nc1ccc(NC(=O)c2ccccc2O)cc1
#50 Cc1nn(-c2ccccc2)c(Cl)c1/C=N/N1CCN(c2ccccn2)CC1
#51 O=C(CCN1C(=O)/C(=C\C=C\c2ccccc2)SC1=S)Nc1ccc(C(=O)O)cc1
#52 NNC(=O)CNc1cccc(Br)c1
#53 C(=N\Nc1cc(N2CCCCC2)ncn1)/c1ccco1
#54 CCC(C)(C)NC(=O)CN(C(=O)CCC(=O)Nc1cc(C)ccn1)c1ccc2c(c1)OCO2
Screen / compound no.	49	50	51	52	53	54
M4 antag	6	0	3	3	2	-4
M5 antag	15	6	16	6	3	-6
M4 ag	15	1	0	0	2	0
M1 ag parental	5.6	0.3	0.6	1.3	0.5	0.1
M5 PAM	-20	-2	-6	0	-3	1
CHRM5 agonist	4	-4	0	-3	-7	-4
CHO-K1 Ca PAM	-9	-8	13	4	1	13
CHRM4 PAM	-14	-3	1	-3	-1	3
CHO-K1 Ca antag	16	4	-10	-13	-7	-9
